Source: PubChem (National Center for Advancing Translational Sciences (NCATS))
TSHR antag: antagonists of human thyroid stimulating hormone receptor. P16473. TSHR-expressing cells, TSH-stimulated cAMP HTRF, 2 h; active compounds read low. activity change, negative = inhibition, % at 11.5 µM. hit rate 0.2% among 330,000. AID 504810;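 active means activity change below a set negative limit, meaning inhibition stronger than a set level, cut at about -70% in these data; inconclusive means activity change between two set negative limits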; further: on the % scale 0 is the no-effect control and ±100 the full control effect
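Inhibition of cAMP made by TSHR-expressing cells under TSH stimulation (4nM final, EC80; 2 h, 37 deg C) is quantified with a one-step lysis HTRF kit, anti-cAMP cryptate versus cAMP-d2.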
CXXC DNA block: inhibitors of human MLL CXXC domain-DNA interaction; MLL-CXXC / FITC-HOXA9 DNA fluorescence polarization; hit rate 0.037% among 290,000; Q03164; Potency, µM (series often up to 115 µM), without a hit: top-dose activity change, negative = inhibition, actives largely listed as inhibitors; active means well fitted inhibition curve with a large enough effect in the polarisation, with a control signal flat, not every such curve was filed as active; inconclusive means small, poorly fitted or top-dose-only effect, or effect the other way, or a change in a side signal; inactive means no such curve, though single readings can be large or run the other way; the % refers to the polarisation; further: potency means the concentration at half of the fitted maximal effect
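Purified MLL-CXXC (added from a 7 uM solution) was preincubated 5 min at ambient with pinned compounds in 50 mM Tris-HCl pH 7.5, 50 mM NaCl, 1 mM DTT, 0.05% BSA. Fluorescein-labeled HOX-A9 DNA (50 nM solution) followed, 30 min, then polarization read.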
S-ASM inh: inhibitors of human secretory acid sphingomyelinase; P17405; placental ASM, HMU-PC fluorogenic substrate, 60 min; Potency, µM (series often up to 57.5 µM), inactives show at the highest dose activity change, negative = inhibition, hits mostly inhibitors; hit rate 0.006% among 340,000; AID 504937; further: potency means the concentration at half of the fitted maximal effect
Target sequence (P17405 47-631 limits assumed): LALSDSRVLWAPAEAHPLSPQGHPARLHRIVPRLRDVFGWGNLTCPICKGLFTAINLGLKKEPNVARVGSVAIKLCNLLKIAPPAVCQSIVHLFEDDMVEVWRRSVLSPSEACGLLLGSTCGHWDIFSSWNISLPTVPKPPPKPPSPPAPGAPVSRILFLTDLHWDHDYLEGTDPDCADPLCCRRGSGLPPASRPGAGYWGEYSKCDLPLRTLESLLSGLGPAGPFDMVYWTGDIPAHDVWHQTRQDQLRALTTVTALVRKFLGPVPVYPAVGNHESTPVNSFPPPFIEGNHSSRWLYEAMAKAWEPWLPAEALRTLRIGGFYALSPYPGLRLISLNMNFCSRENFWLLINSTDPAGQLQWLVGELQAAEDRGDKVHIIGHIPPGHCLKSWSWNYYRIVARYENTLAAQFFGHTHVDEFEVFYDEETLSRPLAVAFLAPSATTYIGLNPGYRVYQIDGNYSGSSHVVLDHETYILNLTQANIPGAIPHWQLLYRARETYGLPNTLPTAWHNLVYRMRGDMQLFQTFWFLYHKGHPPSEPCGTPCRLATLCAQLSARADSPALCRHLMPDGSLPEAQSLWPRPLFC
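Human placenta-derived ASM enzyme was preincubated with compound for 10 minutes at room temperature, then given fluorogenic substrate HMU-PC0 (9 uM final) for 60 minutes at 37 °C; a pH 10 stop preceded fluorescence reading at Ex 386/Em 447 nm.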
A-T KAP1 phos: potential ataxia-telangiectasia treatments restoring KAP-1 phosphorylation. […] A-T fibroblasts, KAP-1 phosphorylation AlphaLISA; neocarzinostatin DNA damage 30 min before lysis. hit rate 0.19% among 320,000. Potency, µM (top dose mostly 57.5 µM), inactives show at the highest dose activation, actives largely listed as activators; further: potency means the concentration at half of the fitted maximal effect; % of control where 0% means no effect; nearly all actives have a fitted effect of over 45% in size
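ATM-like activity read as KAP-1 phosphorylation via AlphaLISA donor/acceptor antibody pairs after lysis and 6 hr at 25C. Cells were ATM-null patient fibroblasts ([…], hTERT), dosed 60 min, then exposed to the DSB inducer NCS for 30 min.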
Menin MLL FP TR: menin-MLL binding inhibition, Texas Red mutant peptide | O00255 | Menin + Texas Red MLL mutant peptide, fluorescence polarization | Potency, µM (titrated, usually from 61.6 µM), for inactives: top-dose FP activity change, negative = inhibition, usual class: inhibitors | hit rate 0.23% among 270,000 | AID 1768; active means well fitted inhibition curve with a large enough effect in the polarisation, with a control signal flat, not every such curve was filed as active; inconclusive means small, poorly fitted or top-dose-only effect, or effect the other way, or a change in a side signal; inactive means no such curve, though single readings can be large or run the other way; the % refers to the polarisation; further: potency means the concentration at half of the fitted maximal effect; % of control where 0% means no effect; many of its hits are not listed in these tables
PTAP TSG101 blk: blocks PTAP/TSG101 interaction to inhibit HIV-1 budding. AID 493005. Potency, µM (top dose mostly 115 µM), for the others: top-dose activity change, negative = inhibition, most hits filed as inhibitors. Q99816. Fluorescence polarization, FITC-PTAP peptide / Tsg101 binding. 340,000 tested, under 10 active; active means well fitted inhibition curve with a large enough effect in the main read-out, with a control signal flat, not every such curve was filed as active; inconclusive means small, poorly fitted or top-dose-only effect, or effect the other way, or a change in a side signal; inactive means no such curve, though single readings can be large or run the other way; further: potency means the concentration at half of the fitted maximal effect; % of control where 0% means no effect
Target sequence (Q99816 whole entry, looked up): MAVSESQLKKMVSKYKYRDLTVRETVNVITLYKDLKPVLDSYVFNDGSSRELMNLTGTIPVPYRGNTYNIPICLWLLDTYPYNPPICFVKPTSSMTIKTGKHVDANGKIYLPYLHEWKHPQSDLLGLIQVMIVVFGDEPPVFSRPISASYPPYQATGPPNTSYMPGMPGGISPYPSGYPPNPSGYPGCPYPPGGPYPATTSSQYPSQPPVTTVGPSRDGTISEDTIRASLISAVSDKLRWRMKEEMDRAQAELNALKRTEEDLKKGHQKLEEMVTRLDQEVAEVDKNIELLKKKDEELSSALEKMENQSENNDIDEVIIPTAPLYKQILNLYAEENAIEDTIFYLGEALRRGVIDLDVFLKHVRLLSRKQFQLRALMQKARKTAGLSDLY
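Compounds were pin-transferred onto Tsg101 binding domain (10 uM final) in HEPES pH 7.5 buffer, then FITC-PTAP peptide was added at 50 nM final. After 20 min at RT, polarization reported peptide displacement across a qHTS concentration series.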
Integrin act MD: integrin-mediated muscular dystrophy alleviation activation | alpha7betagal myoblasts, beta-gal FDG fluorescence, 48 h | Potency, µM (top dose mostly 38.3 µM), for the others: top-dose activation, hits mostly activators | hit rate 0.064% among 350,000;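 further: potency means the concentration at half of the fitted maximal effect; 100% = response of the positive control SU9516; nearly all actives have a fitted effect of over 60% in size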
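Alpha7betagal+/- myoblasts (passage 13) were plated 16-24 hr, then exposed to compounds (1:260 dilution of DMSO stock) for 48 hours at 37C. After MPER lysis, β-galactosidase reporter activity was read as FDG fluorescence (ex 480/em 540) after 30 minutes.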
Mito fusion act: inhibitors of mitochondrial division or activators of mitochondrial fusion; S. cerevisiae fusion-defective mutant growth rescue, CellTiterGlo 48 h; Potency, µM (titrated, usually from 46.1 µM), for inactives: at the highest dose growth rescue (activation), most hits filed as activators; hit rate 0.23% among 320,000; AID 485298;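 further: potency means the concentration at half of the fitted maximal effect; % of control where 0% means no effect; nearly all actives have a fitted effect of over 45% in size; temperature-sensitive fusion mutants such as fzo1-1 at 37 °C on non-fermentable ethanol glycerol medium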
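Read-out: ATP-based luminescence (CellTiterGlo, 10 min ambient) reporting growth of fusion-defective ts yeast after 48 hours at 37C on glycerol/ethanol YPEG medium in the presence of compound.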
MBNL1-CUG inh: MBNL1-poly(CUG) RNA binding inhibition. TR-FRET MBNL1-His/biotin-(CUG)12 binding, 665/545 ratio. hit rate 0.036% among 280,000. Potency, µM (doses to about 57.5 µM), inactives show at the top dose activity change, negative = inhibition, actives largely listed as inhibitors. Q9NR56; active means well fitted inhibition curve with a large enough effect in the signal ratio, with a control signal flat, not every such curve was filed as active; inconclusive means small, poorly fitted or top-dose-only effect, or effect the other way, or a change in a side signal; inactive means no such curve, though single readings can be large or run the other way; the % refers to the signal ratio; further: potency means the concentration at half of the fitted maximal effect; on the % scale 0 is the no-effect control and ±100 the full control effect
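Compound titration spanned 92 nM–58 uM against the MBNL1-His/biotin-(CUG)12 complex. After 60 min at room temperature with 5 nM streptavidin-XL665 and 0.055 ng/ul terbium anti-His, ratiometric 665/545 nm emission (Ex 340 nm) normalized to controls.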
TCR act: T cell receptor activation. primary human leukocytes, anti-CD3, IL-2 HTRF, 48 h. Potency, µM (titrated, usually from 9.22 µM), for the others: top-dose activation of IL-2 secretion, actives largely listed as activators. 330,000 tested, under 10 active; further: % of control where 0% means no effect
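Human primary leukocytes + a-CD3 beads + cpd, 48 hr; IL-2 in supernatant by HTRF (ex 320nm / em 665nm). No co-stimulatory signal supplied.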
Numbers without * were called inactive; ? = inconclusive; . = no result given; & = joins results of further samples; [ ] = another dose, or the depositor's remark. Unless noted, the call rests on the fitted dose curve; in most records, active means well fitted curve in the direction sought with a large enough effect; inconclusive means small, poorly fitted or top-dose-only effect, or another doubt; inactive means no such curve, though single readings can be large; an effect the other way counts as inactive or inconclusive. Some of the compounds tested (hit frequency here may not be typical).

SMILES	TSHR antag	CXXC DNA block	S-ASM inh	A-T KAP1 phos	Menin MLL FP TR	PTAP TSG101 blk	Integrin act MD	Mito fusion act	MBNL1-CUG inh	TCR act
CCn1ncc([N+](=O)[O-])c1C(=O)NC1CCCCC1	9	-4%	-2%	3%[11.5 µM]	13%	-4%	7%	9%	0%	-2%
Cc1c(C)c2ccc(OCC(=O)NCCCn3ccnc3)cc2oc1=O	1	0%	2%	-4%	13%	5%	18%	-8%	9%	-21%
Cc1nc2ccccc2nc1N/N=C/c1ccc(O)cc1	-2	72%[activator]	-7%	-14%	.	-1%	5%	1%	.	2%
CCNC(=S)NN(c1ccccc1)c1ccccc1	4	24%	-1%	0%	-1%	-5%	8%	-1%	2%	1%
CSc1ccc(Cl)c(C(=O)Nc2ccc(Cl)cn2)c1	9	1%	-3%	2%	?	-3%	4%	6%	13%	13%
CCN1CCN(S(=O)(=O)c2ccc3c(c2)OCCO3)CC1	11	11%	2%	-5%	-1%	-6%	9%	0%	6%	-6%
CN1CCN(C(=O)CCc2nc(-c3ccc(Cl)cc3)no2)CC1	-3	0%	4%	5%	3%	0%	9%	13%	-7%	-2%
Cc1cccc(Nc2nc(N)nc(CN3CCN(c4ccccc4)CC3)n2)c1	2	-6%	0%	-14%	1%	-9%	3%	0%	3%	6%
CC(Oc1ccc(Br)cc1)C(=O)Nn1c(=S)[nH]c2ncccc2c1=O (stereo not drawn)	-11	?	.	2%	0%	.	.	-4%	-2%	12%[46.1 µM]
CCOc1ccccc1NC(=O)CN1CCC(C(=O)c2ccc(F)cc2)CC1	-14	7%	-2%	0%	?	0%	-42%	32%	8%	-11%
O=C(Nc1nnc(CSCc2ccccc2F)s1)c1cccc([N+](=O)[O-])c1	-33	7%	-12%	1%	?	-4%	9%	0%	22%	2%[46.1 µM]
N#Cc1cc(C(=O)c2cc(F)ccc2O)cn(-c2nccs2)c1=O	-15	?	-3%	0%	?	?	-39%	5%	?	-1%[46.1 µM]
CC(=O)N1CCSc2ccc(S(=O)(=O)Nc3ccc(C)cc3)cc21	4	1%	0%	11%	.	-4%	14%	-2%	-5%	-1%
CCOC(=O)C(C#N)=CN1CCNc2ccccc21	.	.	-1%	.	.	-1%	1%	.	.	4%
CCN(CC1COc2ccccc2O1)C(=S)Nc1ccccc1 (stereo not drawn)	18	6%	-1%	2%	-8%	-5%	-33%[inhibitor]	-15%	2%	0%
Cc1cc(C)nc(/N=C(\N)Nc2ccc([N+](=O)[O-])cc2)n1	-14	3%	-3%	0%	12%	0%	8%	1%	.	-4%
COc1ccc2nc3n(c(=O)c2c1)-c1ccc(Cl)cc1C(=O)NC3Cc1ccc(O)cc1 (stereo not drawn)	.	.	-5%	.	.	-4%	0%	.	.	0%
O=C(O)c1cc(-c2ccccc2)n(-c2ccccc2C(=O)O)n1	19	-3%	-1%	5%	3%	-1%	6%	2%	-10%	5%
COc1ccc(S(=O)(=O)N2CCOCC2)cc1NC(=O)CO/N=C/c1ccccc1OC(F)F	7	-3%	-2%	-9%	11%	-4%	3%	12%	?	-2%[46.1 µM]
Cc1ccc(C(=O)OCC(=O)NC(C)c2ccccc2)cc1C (stereo not drawn)	-5	.	2%	-1%	.	-5%	21%	.	.	-8%
O=C1CC(c2ccc(F)cc2)SC(N(c2ccccc2)c2ccccc2)=N1 (stereo not drawn)	9	-1%	-6%	1%	?	-1%	35%	28%	.	-8%[46.1 µM]
Cc1nc2ccccc2c(=O)n1-c1ccc(NS(=O)(=O)c2cc(F)ccc2F)cc1	5	.	-3%	-13%	.	1%	-16%	8%	.	0%
Cn1ncc(Br)c1C(=O)NC1CCCC1	2	-1%	4%	14%	.	-3%	8%	2%	1%	3%
CCN(Cc1cc2ccccc2[nH]c1=O)S(=O)(=O)c1ccccc1	-3	-1%	-3%	0%	5%	-8%	17%	6%	4%	.
CC(=O)c1cc2c(cc1NC(=O)c1ccccc1C)OCO2	2	0%	.	1%	2%	.	.	-3%	-3%	.
Going on with the list:
SMILES	TSHR antag	CXXC DNA block	S-ASM inh	A-T KAP1 phos	Menin MLL FP TR	PTAP TSG101 blk	Integrin act MD	Mito fusion act	MBNL1-CUG inh	TCR act
COc1cc(C2C(C(=O)c3ccc(C)o3)=C(O)C(=O)N2CCc2ccccc2)ccc1O (stereo not drawn)	14	-3%	-8%	-9%	13%	-5%	-2%	1%	10%	3%
COC(=O)COc1ccc2c(c1C)O/C(=C\c1ccco1)C2=O	16	?	122%[activator]	31%	12%	4%	16%	-1%	?	-9%
CCN(CC)C(=O)C(C)N(C#N)c1nc(Cl)nc(N(C)C)n1 (stereo not drawn)	-23	5%	2%	3%	-3%	-4%	-10%	2%	-4%	0%
CCOC(=O)N1CCN(C(=O)c2csc3c2CCCCC3)CC1	-2	-4%	0%	-3%	-12%	-9%	1%	-11%	-9%	1%
O=C(CSc1cccc(C(F)(F)F)c1)Nc1ccc(N2CCOCC2)cc1	-3	.	2%	-4%	.	-2%	4%	.	.	-2%
CCCCOc1cc(C(=O)NCCN(CC)CC)c2ccccc2n1	-22&16	-5%	0%&4%	-24%&-24%	-7%	1%&3%	.	-3%&0%	-15%&27%	8%&-1%
CC(=O)Nc1ccc(S(=O)(=O)N2CCCC2C(=O)Nc2ccc(F)cc2)cc1 (stereo not drawn)	-3	5%	0%	1%	.	-2%	-35%	1%	-5%	-1%
COc1ccc(CCN2C(=O)NC(NC(=O)C(C)(C)C)(C(F)(F)F)C2=O)cc1OC (stereo not drawn)	8	5%	5%	0%	-1%	1%	-13%	-2%	-3%	-8%[46.1 µM]
O=C(NNS(=O)(=O)c1ccc([N+](=O)[O-])cc1)C(=O)Nc1cccc(C(=O)O)c1	14	-3%	-1%	-8%	-3%	-8%	?	-2%	?	-5%
O=C(CNCc1ccc(Cl)cc1)Nc1ccc(C(=O)N2CCCCC2)cc1	3	13%	-4%	-4%	-8%	-3%	7%	-6%	-4%	-1%
COc1cc(/C=N/NC(=O)c2ccc(=O)[nH]n2)ccc1O	41	2%	-1%	-1%	8%	-3%	-1%	0%	?	4%[46.1 µM]
COC(=O)c1ccc(NS(=O)(=O)c2cc3c4c(c2)CCN4C(=O)CC3)cc1	-9	.	3%	0%	.	1%	14%	5%	.	4%
CC(C)N(C(=S)Nc1ccc(S(=O)(=O)N2CCOCC2)cc1)c1ccccc1	0	.	0%	5%	.	-4%	21%	.	.	-5%
Cc1ccc(/C=N/NC(=O)c2cccc(NC(=O)c3ccccc3C)c2)o1	-14	-3%	-5%	1%	13%	1%	-5%	-7%	?	-1%
O=c1cc(N2CCc3ccccc3C2)[nH]c(=O)n1-c1ccccc1Cl	-3	5%	5%	16%	1%	0%	-30%	-2%	3%	4%
Cc1[nH]c(=O)[nH]c(=O)c1S(=O)(=O)N1CCCC(C(=O)NCCc2ccc(Cl)cc2)C1 (stereo not drawn)	1	-3%	-3%	6%	.	-2%	7%	-1%	2%	1%
O=C(CSc1nc2ccc([N+](=O)[O-])cc2[nH]1)NC1CCCC1	-1	-12%	0%	3%	3%	0%	-15%	1%	?	3%[46.1 µM]
Cc1c(Cl)cccc1NC(=O)CCC(=O)NNC(=O)c1ccccc1	-5	0%	6%	0%	-2%	-6%	-4%	2%	-5%	-2%[46.1 µM]
Cc1cc(C(=O)OCC(=O)NC(=O)c2cccn2C)c2ccccc2n1	-26	5%	-2%	6%	.	2%	14%	?	.	-5%
COc1cccc(CC(=O)OCC(=O)NC2CCCCCC2)c1	-6	9%	3%	14%	.	-3%	?	1%	-5%	1%
CC(=O)c1cccc(NC(=O)Cc2ccc3c(c2)CCCC3)c1	-23	0%	-3%	5%	22%	0%	-20%	3%	3%	-4%
O=C(CSc1ncccn1)NNC(=O)c1ccccc1	.	.	3%	.	.	-2%	6%	.	.	0%
COC(=O)c1ccccc1OCCCN(C)C	7	7%	3%	0%	-10%	2%	-11%	-5%	2%	3%[46.1 µM]
CC[C@@]12C(=O)N(c3ccccc3)C(=O)N1[C@H](c1ccc(OC)cc1)[C@@H]1C(=O)N(C(C)(C)C)C(=O)[C@@H]12	-5	.	1%	7%	.	-1%	15%	0%	.	10%
C1=CCN(Cc2ccccc2)C1	2	6%	4%	16%	2%	3%	.	-1%	-2%	-6%
CN(C)S(=O)(=O)c1ccc(N2CCCC2)c(C(=O)Nc2ccc(N3CCOCC3)cc2)c1	20	2%	1%	6%	0%	-7%	-3%	0%	-16%	3%
CC(=O)Cc1nsc(NC(=O)c2cccc(F)c2)n1	-10	5%	5%	-1%	-16%	-2%	0%	-5%	-5%	-2%
CC(=O)OC[C@H]1O[C@H](C/C=N/O[C@@H](C)c2cn([C@H](CO)Cc3ccccc3)nn2)C=C[C@@H]1OC(C)=O	6	21%	.	14%	3%	.	.	5%	24%	.
CC(C)(C)CC(C)(C)Nc1c(-c2ccc(O)cc2)nc2cnccn12	.	.	434%[activator]	.	.	-8%	-33%	.	.	4%
